Screening results as filed in PubChem.
FUS yeast rescue: rescues growth of FUS-expressing yeast; AID 1347120; S. cerevisiae FUS-expressing, growth rescue, OD600, 24 h; Potency, µM (series often up to 76.6 µM), for inactives: at the highest dose growth rescue (activation), hits mostly activators; hit rate 0.24% among 390,000;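 further: potency means the concentration at half of the fitted maximal effect; plate controls were DMSO vehicle for no effect and reference control for full effect; nearly all actives have a fitted effect of over 55% in size; some results filed as inactive show a strong effect at the top dose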
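Restored growth of FUS-toxic S. cerevisiae, read as 600 nm absorbance after 24 h at 30C in galactose medium (starting OD 0.005). Controls CP55940 and DMSO.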
Abeta yeast res: restores growth of yeast expressing A-beta42 peptide. Potency, µM (highest dose often 46.1 µM), without a hit: at the highest dose growth rescue, usual class: activators. hit rate 0.063% among 410,000. AID 1347071. yeast expressing A-beta42, growth rescue, OD600, 48 h; response scale: 0% DMSO, 100% iron-clioquinol control; further: potency means the concentration at half of the fitted maximal effect; nearly all actives have a fitted effect of over 55% in size
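Yeast A-beta toxicity model in growth medium with pinned compounds, 48 h at 30 C; growth read as absorbance at 600 nm. Normalized to FeCl3/clioquinol equimolar mix (positive) and DMSO (negative).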
GLP1R inv ag: acts as inverse agonist at human GLP-1 receptor. P43220. HEK293 GLP-1R CRE-luciferase, luminescence, 24 h; GLP-1R form is constitutively active. Potency, µM (series often up to 38.3 µM), without a hit: at the highest dose activity change, negative = inhibition, hits mostly inhibitors. hit rate 1.6% among 410,000. AID 624417; further: potency means the concentration at half of the fitted maximal effect; on the % scale 0 is the no-effect control and ±100 the full control effect; nearly all actives have a fitted effect of over 55% in size
Target sequence (P43220 whole entry, looked up): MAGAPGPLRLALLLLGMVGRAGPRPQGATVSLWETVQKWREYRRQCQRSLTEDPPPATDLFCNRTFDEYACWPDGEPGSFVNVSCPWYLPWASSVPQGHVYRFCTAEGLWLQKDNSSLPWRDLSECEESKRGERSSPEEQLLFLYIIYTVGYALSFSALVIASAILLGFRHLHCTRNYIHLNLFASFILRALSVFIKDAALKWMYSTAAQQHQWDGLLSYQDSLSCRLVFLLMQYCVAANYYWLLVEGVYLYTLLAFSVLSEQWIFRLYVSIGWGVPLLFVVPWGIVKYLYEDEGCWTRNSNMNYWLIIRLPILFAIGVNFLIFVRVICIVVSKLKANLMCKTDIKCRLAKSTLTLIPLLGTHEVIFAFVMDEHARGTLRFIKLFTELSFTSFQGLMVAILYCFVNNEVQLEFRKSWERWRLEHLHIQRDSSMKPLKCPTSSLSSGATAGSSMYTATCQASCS
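Constitutively active GLP-1R drives a cAMP-responsive luciferase in stably transfected HEK293 cells; test compounds are added after overnight (12 h) attachment and left 24 hr, and signal loss in luminescence marks inhibition.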
MmCpn inh: M. maripaludis TRiC chaperonin inhibition; Potency, µM (doses to about 76.9 µM), inactives show at the highest dose activity, negative = inhibition, most hits filed as inhibitors; purified Mm-Cpn ATPase, ADP Transcreener TR-FRET; AID 504842; hit rate 0.031% among 330,000; further: potency means the concentration at half of the fitted maximal effect; on the % scale 0 is the no-effect control and ±100 the full control effect; nearly all actives have a fitted effect of over 80% in size
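Inhibition of chaperonin ATP hydrolysis is measured as reduced ADP production, detected by competitive TR-FRET in which signal falls with ADP. Final enzyme 25 nM and ATP 10 uM, reacted 30 min at 37°C.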
aSyn yeast inh: rescues yeast growth from alpha-synuclein toxicity | hit rate 0.14% among 370,000 | Yeast expressing alpha-synuclein, growth rescue, BacTiter-Glo, 24 h | AID 652106 | Potency, µM (series often up to 46.1 µM), for the others: at the top dose growth rescue (activation), usual class: activators; further: potency means the concentration at half of the fitted maximal effect; % of control where 0% means no effect; nearly all actives have a fitted effect of over 65% in size
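Screening used galactose-induced yeast with toxic alpha-synuclein levels, exposed to compound for 24 hr at 30 deg C. Cell growth, read with BacTiter-Glo luminescence, gave the measured signal.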
TDP43 rescue: rescues yeast growth from TDP-43 toxicity. TDP-43 expressing yeast growth rescue, BacTiter-Glo, 24 h. hit rate 1.8% among 410,000. Potency, µM (top dose mostly 46.1 µM), without a hit: at the top dose growth rescue (activation), most hits filed as activators; further: potency means the concentration at half of the fitted maximal effect; % of control where 0% means no effect; nearly all actives have a fitted effect of over 50% in size
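Readout is BacTiter-Glo luminescence of cell growth, so inhibitors register as activators. TDP-43-expressing yeast at OD600=0.02 in galactose medium, after raffinose pregrowth to mid-log, were incubated with compound for 24 hr at 30 deg C.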
pAkt inh: inhibitors of Akt phosphorylation | hit rate 0.32% among 360,000 | AID 651550 | Neuro2A IGF-stimulated pAkt S473 HTRF, 20 min; hits give low values | activity change, % for hits at 50 µM; in the data active means activity change below about -80%; inconclusive means mostly about -51% to -80%; further: on the % scale 0 is the no-effect control and ±100 the full control effect
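Neuro2A cells in DMEM with 0.5% FBS, overnight at 37 deg C, given compound at single 50 µM final, then IGF (6 nM final) for 20 min at 37 deg C. Lysed; phospho-Akt Ser473 by HTRF after 24 h, 665/615 ratio.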
HEK293 tox: cytotoxic in the GLP-1 receptor inverse agonist counter-screen | HEK293 cAMP-luciferase reporter cells, luminescence, 24 h | Potency, µM (top dose mostly 38.3 µM), inactives show at the top dose activity change, negative = inhibition, usual class: inhibitors | AID 624418 | hit rate 0.13% among 410,000;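 further: loss of luciferase light is scored as toxicity; potency means the concentration at half of the fitted maximal effect; on the % scale 0 is the no-effect control and ±100 the full control effect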
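Quantitative HTS format, 1536 wells, 200 cells/uL seeded. Compounds: 23 nL, 24 h, 37 °C. Detection: luciferase reagent, luminescence at 12 min RT; decreased signal taken as cytotoxic.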
PTHR1 agonist: PTHR1 (human) receptor agonism; Q03431; HEK293 GP2 PTHR1 cells, GloSensor cAMP luminescence, 1 h; Potency, µM (doses to about 115 µM), for the others: at the top dose activation, usual class: activators; hit rate 0.075% among 410,000; AID 743266; further: potency means the concentration at half of the fitted maximal effect; nearly all actives have a fitted effect of over 55% in size; some results filed as inactive show a strong effect at the top dose; inactives centre near -15; many of its hits are not listed in these tables
Target sequence (Q03431 whole entry, looked up): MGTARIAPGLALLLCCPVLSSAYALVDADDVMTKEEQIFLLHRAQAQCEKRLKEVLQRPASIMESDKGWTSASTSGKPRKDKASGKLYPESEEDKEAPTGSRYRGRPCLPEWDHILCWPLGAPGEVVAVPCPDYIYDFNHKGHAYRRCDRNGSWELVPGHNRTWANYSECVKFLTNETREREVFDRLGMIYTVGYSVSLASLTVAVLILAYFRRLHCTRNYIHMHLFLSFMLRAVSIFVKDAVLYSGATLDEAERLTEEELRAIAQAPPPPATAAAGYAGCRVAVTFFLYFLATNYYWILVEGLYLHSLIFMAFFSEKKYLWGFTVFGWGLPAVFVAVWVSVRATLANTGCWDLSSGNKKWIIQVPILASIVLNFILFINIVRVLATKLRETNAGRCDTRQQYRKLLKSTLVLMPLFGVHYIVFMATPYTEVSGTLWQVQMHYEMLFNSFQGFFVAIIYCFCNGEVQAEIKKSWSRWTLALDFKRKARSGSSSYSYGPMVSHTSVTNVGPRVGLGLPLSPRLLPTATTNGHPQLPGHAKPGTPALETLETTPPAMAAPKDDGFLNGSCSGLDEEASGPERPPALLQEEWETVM
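HEK-293-derived GP2 cells expressing PTHR1 and a GloSensor cAMP reporter, 3,000/well, plated overnight, given luciferin plus IBMX (each 0.5 mM as added) for 1 h at 37 °C, then compound for 1 h at 37 °C. Luminescence was read after 15 min at room temperature.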
Starred values were filed as active, the others as inactive; i = inactive; u = inconclusive; x = no result given; [ ] = remark or other dose. Unless noted, the call rests on the fitted dose curve; in most records, active means well fitted curve in the direction sought with a large enough effect; inconclusive means small, poorly fitted or top-dose-only effect, or another doubt; inactive means no such curve, though single readings can be large; an effect the other way counts as inactive or inconclusive. Some of the compounds tested. The share of hits here may be higher or lower than overall.

Molecule,FUS yeast rescue,Abeta yeast res,GLP1R inv ag,MmCpn inh,aSyn yeast inh,TDP43 rescue,pAkt inh,HEK293 tox,PTHR1 agonist
CCOc1ccnc(OCC)c1Br,x,4%,0%,1%,8%,19%,i,-30%,i
COCc1c(Br)c(C)nc(OCC(=O)N/N=C/c2ccco2)c1C#N,33%,-1%,10%,2%,0%,11%,i,10%,i
CC[n+]1c(/C=C(\C)OC)sc2ccccc21,7%,4%,20%,-9%,-1%,23%,i,-7%,i
O=C(c1cccs1)N1C[C@@H](n2cc(-c3ccc(F)cc3)nn2)[C@H](O)C[C@@H]1c1ccccc1,-21%,5%,-19%,x,3%,23%,i,-9%,-9%
Clc1cccc(OCCn2cncn2)c1Cl,-21%,-15%,6%,-2%,9%,4%,i,-10%,i
COc1ccc(NC(=O)c2cc(-c3ccccc3)nc3c2c(C)nn3-c2ccccc2)c(OC)c1,x,-2%,-12%,-1%,2%,4%,i,1%,0%
COc1ccc(C(=O)NCc2ccc(-c3nc4ccccc4s3)cc2)cc1,11%,2%,14%,-11%,2%,-9%,i,u,i
CCN(CC)S(=O)(=O)c1ccc2oc(C(=O)N(C)Cc3ccccc3)c(C)c2c1,18%,7%,-27%,x,x,0%,x,-5%,-28%
CC(=O)N1c2ccccc2C(=O)C1N1CCN(c2ccccc2)CC1 (configuration not stated),25%,29%,7%,x,x,12%,x,1%,i
Cc1ccccc1C(=O)OCC(=O)N(C)c1ccccc1,6%,-20%,u,0%,7%,12%,i,-23%,i
CC(C)(C)NC(=O)c1cccc(NC(=O)c2ccc(NC(=O)c3ccco3)cc2)c1,-69%[inhibitor],-16%,-23%,-1%,1%,-8%,i,u,i
CSc1ccc(CN(C)C(=O)c2cc(S(=O)(=O)NCc3ccccc3)ccc2C)cc1,22%,4%,u,-1%,7%,9%,i,-3%,-22%
CCN(c1ccccc1)S(=O)(=O)c1ccc(Cl)c(C(=O)O)c1,19%,7%,5%,3%,-1%,x,i,7%,i
Cc1ccc(CNC(=O)Cn2cnc3c(NC(=O)OCc4ccccc4)ncnc32)o1,-9%,-13%,27%,1%,-9%,u,i,12%,-16%
CCCNC(=S)Nc1ccc(Br)cc1,-27%,9%,-20%,1%,-16%,u,i,-16%,-11%
COc1ccc(OCC(O)CNCCNc2nccc(C(F)(F)F)n2)cc1 (configuration not stated),-24%,-9%,u,2%,-3%,-19%,i,0%,u
Nc1[nH]c(C(=O)c2ccccc2)c(-c2ccc(Cl)c(F)c2)c1C(=O)NCCc1c[nH]c2ccccc12,17%,7%,u,x,9%,0%,i,-5%,i
C=C(C)C1CC=C(C)/C(=N/NC(=O)c2ccc(NC(=O)CC)cc2)C1 (configuration not stated),25%,22%,-1%,3%,0%,-6%,i,2%,i
Cc1cccn2cc(-c3cccc(S(=O)(=O)N4CC(C)OC(C)C4)c3)nc12 (configuration not stated),-7%,2%,3%,1%,-6%,7%,i,5%,i
CCOC(=O)C1=C(C)OC(N)=C(C#N)C1c1cccc(C)c1 (configuration not stated),6%,10%,3%,0%,3%,23%,i,16%,-18%

Arranged by the number under PTHR1 agonist (high to low): some entries from above
SMILES	GLP1R inv ag	MmCpn inh	pAkt inh	PTHR1 agonist
COc1ccc(NC(=O)c2cc(-c3ccccc3)nc3c2c(C)nn3-c2ccccc2)c(OC)c1	-12%	-1%	i	0%
O=C(c1cccs1)N1C[C@@H](n2cc(-c3ccc(F)cc3)nn2)[C@H](O)C[C@@H]1c1ccccc1	-19%	x	i	-9%
CCOC(=O)C1=C(C)OC(N)=C(C#N)C1c1cccc(C)c1 (configuration not stated)	3%	0%	i	-18%

(continued)
Molecule,FUS yeast rescue,Abeta yeast res,GLP1R inv ag,MmCpn inh,aSyn yeast inh,TDP43 rescue,pAkt inh,HEK293 tox,PTHR1 agonist
CCOC(=O)CSC1=C(C#N)C(c2ccc(C)s2)CC(=O)N1 (configuration not stated),-7%,u,u,-13%,1%,u,i,u,i
N#CCCN1CCN(S(=O)(=O)c2ccc3c(c2)CCC3)CC1,-27%,15%,16%,-4%,-3%,-20%,i,2%,23%
CCOc1ccc(OCCCCN(C)C)cc1,-12%,-5%,-20%,1%,-5%,-8%,i,1%,i
CCCc1cc(C(=O)Nc2nccs2)cs1,9%,-1%,-23%,-3%,-4%,19%,i,-11%,-18%
Nc1c(C(=O)Nc2ccccc2F)sc2nc(-c3cccnc3)ccc12,-2%,-5%,-11%,-4%,8%,u,i,25%,i
N#CCSc1nc2ccccc2c(=O)n1CC1CCCC1,-27%,-9%,18%,-6%,8%,7%,i,2%,-58%[inhibitor]
COc1ccc(-c2csc3ncnc(N4CCN(S(=O)(=O)c5cccs5)CC4)c23)cc1,28%,1%,23%,u,8%,13µM*,i,4%,-11%
Cc1cc2nc3c(nc2cc1C)C(O)=C3O,-14%,-1%,11%,-4%,6%,6%,i,1%,-19%
CN1CCN(S(=O)(=O)c2cccc(C(=O)N(Cc3nnc(-c4ccccc4Cl)o3)C3CC3)c2)CC1,11%,-4%,14%,-1%,-11%,-15%,i,13%,i
CCn1c(NC(C)=O)nc2ccccc21,-3%,8%,-1%,1%,1%,8%,i,-20%,i
O=C(CSc1nnc2c(n1)[nH]c1ccccc12)Nc1nncs1,3%,6%,32%,0%,-8%,-7%,i,-3%,-3%
O=C(COC(=O)c1cccnc1Cl)c1ccc(Cl)s1,-11%,7%,17%,-14%,-3%,13%,i,10%,-42%
O=C(NC1=NCCS1)c1csc2ccccc12,-1%,1%,0%,-3%,-36%[inhibitor],-56%[inhibitor],i,9%,-26%
Cc1ccc(S(=O)(=O)N2CCOCC2)cc1C(=O)Nc1ccc2c(c1)OCCO2,8%,-7%,-9%,1%,-5%,-5%,i,2%,4%
Cc1ccc(N(C)C(=O)CCNC(=O)Cn2cnc3ccccc3c2=O)cc1C,3%,-10%,-30%,0%,2%,-11%,i,-4%,u
O=C(COC(=O)c1nc(Cl)ccc1Cl)NCc1ccccc1,10%,4%,25%,-1%,-6%,6%,i,17%,i
CCCCn1nnnc1SCC(=O)Nc1ccc2c(c1)OCCO2,0%,0%,-5%,1%,1%,-9%,i,23%,i
CC(C(=O)O)n1c2ccccc2c2cn[nH]c(=O)c21 (configuration not stated),13%,-9%,7%,-5%,-3%,-14%,i,2%,-32%[inhibitor]
O=C(CNC(=O)c1ccccc1)NCc1ccc(Cl)cc1,15%,2%,0%,0%,4%,-4%[1.82 µM],i,-12%,i
Cc1cccc(C)c1Nc1nnc(SCC(=O)Nc2ncc(C(F)(F)F)cc2Cl)s1,x,-3%,-54%,-1%,-2%,-10%,i,18%,i

(list continues)
Molecule,FUS yeast rescue,Abeta yeast res,GLP1R inv ag,MmCpn inh,aSyn yeast inh,TDP43 rescue,pAkt inh,HEK293 tox,PTHR1 agonist
CCOC(=O)CN(C)S(=O)(=O)c1ccc(-c2cc(C(=O)OC)sc2C(F)(F)F)cc1,42%,1%,u,0%,13%,-8%,i,3%,-17%
CCOC(=O)N1CCN(C(=O)CN(c2ccc(OCC)cc2)S(C)(=O)=O)CC1,12%,-6%,0%,-1%,2%,0%,i,3%,i
N#Cc1ccc(NC(=O)COC(=O)c2cccc(S(=O)(=O)N3CCCC3)c2)cc1,2%,1%,-10%,x,-4%,1%,i,8%,-14%
O=C(Oc1cccc(C(=S)N2CCOCC2)c1)c1ccc([N+](=O)[O-])cc1,11%,-20%,-10%,-3%,-3%,u,i,17%,-36%[inhibitor]
Cc1ccc(CNC(=O)c2c(C)cc(=O)oc2C)cc1,9%,6%,2%,0%,7%,-15%,i,-6%,i
CCC1(C)Cc2ccccc2-c2c1c(=O)n(-c1ccc(C)cc1)c1nnnn21 (configuration not stated),-18%,-3%,7%,1%,-1%,10%,i,-2%,1%
CC(NC(=O)CN1C(=O)NC2(CCCCC2C)C1=O)c1ccccc1 (configuration not stated),4%,4%,-1%,2%,-3%,1%,i,-2%,i
COCCCNC(=O)C(=O)Nc1c2c(nn1-c1cccc(Cl)c1)CSC2,u,7%,14%,x,x,20%,x,-1%,i
O=C(c1cc(=O)[nH]c2ccccc12)N(Cc1nnc(-c2ccccc2Cl)o1)C1CC1,25%,-17%,26%,3%,1%,-26%,i,-14%,i
O=c1cc(N2CCCCC2)c(-c2ccccc2)n[nH]1,1%,-17%,32%,-1%,-19%,7%,i,11%,-10%
Cc1noc(C)c1S(=O)(=O)Nc1ccc2c(c1)C(=O)N([C@H](C)CO)C[C@H](C)[C@H](CN(C)C(=O)NC(C)C)OCCCC[C@@H](C)O2,41%,12%,21%,x,-1%,0%,i,1%,-29%
CCC1(C(=O)OC)NC(c2ccco2)C2C(=O)N(c3ccc(C)cc3)C(=O)C21 (configuration not stated),24%,14%,2%,0%,-14%,5%,i,-12%,i
CC1(C)CN(C(Cc2ccccc2)C(N)=O)C1=O (configuration not stated),-26%,-4%,4%,1%,1%,3%,i,-4%,-3%
COc1ccc(-c2nc[nH]c2[N+](=O)[O-])cc1,5%,-9%,7%,2%,0%,6%,i,2%,i
CC(C)C[C@H](N)C(=O)N1CCC(C(=O)N[C@H](C(=O)NCc2ccc(F)cc2)C(C)C)CC1,-7%,-22%,0%,3%,-5%,11%,i,2%,-16%
CCOc1ccc2cc(S(=O)(=O)N3CCCCC3)ccc2c1,15%,3%,-25%,-21%,-1%,-6%,i,17%,-20%
